ARFGAP1 inhibitor: inhibitors of rat ARFGAP1 GAP activity, primary screen, biochemical, fluorescence polarization, GDP tracer | 360,000 compounds, 0.26% hits | Arfgap1-stimulated ARF1 GTP hydrolysis, GDP FP detection | ADP-ribosylation factor GTPase-activating protein 1 (Rattus norvegicus), Q62848 | inhibition, % at 16.5 µM;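 active = inhibition above a per-plate limit, mean inhibition of low control wells plus 3 SD, cut at about 25% in these data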;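 also: 0% = DMSO wells with enzyme and 100% = wells lacking Arfgap1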
Target sequence (Q62848 1-136 limits assumed): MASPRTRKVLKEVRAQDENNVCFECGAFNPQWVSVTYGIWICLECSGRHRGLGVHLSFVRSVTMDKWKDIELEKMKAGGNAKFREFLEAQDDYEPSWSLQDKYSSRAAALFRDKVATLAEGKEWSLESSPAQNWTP
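Material: truncated rat Arfgap1 GAP domain; Incubation: compound-enzyme preincubation 20 min, reaction 120 min, detection 60 min, 25 °C; Read-out: percent inhibition of Arfgap1-stimulated GTP hydrolysis; Technique: FP, GDP Alexa 633 tracer displaced from anti-GDP antibody, 620/688 nm; Controls: No-Arfgap1 wells (100%) versus DMSO full-reaction wells (0%); Replication: single well per compound.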
Tn7 DDE FP: inhibitors of Tn7 peptide binding to fibrin DD(E), primary screen, biochemical, fluorescence polarization, human fibrin, Tn7 probe. Fibrinogen beta chain (Homo sapiens), P02675. FP displacement of FITC-Tn7 peptide from fibrin DD(E); 0% = median of compound wells per plate. inhibition, % at 8.3 µM. 370,000 compounds, 0.13% hits. AID 720508, 2013;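 active = inhibition above the mean of compounds falling within the control limits plus 3 SD of them, cut at about 14% in these data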;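 also: 0% = plate median of compound wells and 100% = 10 µM Aha-Tn7 peptide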
Target sequence (P02675 whole entry, looked up): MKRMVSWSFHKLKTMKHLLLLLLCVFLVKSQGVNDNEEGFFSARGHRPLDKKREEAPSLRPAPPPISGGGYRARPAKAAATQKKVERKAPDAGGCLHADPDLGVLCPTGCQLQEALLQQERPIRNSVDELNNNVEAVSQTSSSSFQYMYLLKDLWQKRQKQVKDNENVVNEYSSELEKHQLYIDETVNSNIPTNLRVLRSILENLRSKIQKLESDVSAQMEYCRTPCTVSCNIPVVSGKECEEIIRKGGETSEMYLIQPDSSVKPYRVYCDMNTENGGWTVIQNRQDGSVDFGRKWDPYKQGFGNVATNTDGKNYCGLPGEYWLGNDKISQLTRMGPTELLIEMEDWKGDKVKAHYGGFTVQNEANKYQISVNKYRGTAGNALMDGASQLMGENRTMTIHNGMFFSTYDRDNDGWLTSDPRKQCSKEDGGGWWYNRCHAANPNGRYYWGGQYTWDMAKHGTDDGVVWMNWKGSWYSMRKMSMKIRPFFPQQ
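Test system: human clot-derived fibrin DD(E) complex / Quantity: 2 µM final DD(E) protein / Incubation: 10 min plus 3 h, room temperature / Measured by: fluorescence polarization / Benchmarks: high control of 10 µM Aha-Tn7 peptide / Replicates: singlicate testing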
Tn6 DDE FP: inhibitors of Tn6 peptide binding to fibrin DD(E), primary screen, biochemical, fluorescence polarization, human fibrin, Tn6 probe. Fibrinogen beta chain (Homo sapiens), P02675. Fibrin DD(E) TRITC-Tn6 fluorescence polarization displacement. inhibition, % at 8.3 µM. 370,000 compounds, 0.21% hits. AID 720509, 2013;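 active = inhibition above a per-campaign cutoff: mean of compounds within control limits plus 3 SD, cut at about 15% in these data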;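 also: 0% = median of all compound wells on the plate and 100% = blocking peptide control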
ADAM10 inh: human ADAM10 inhibitors, primary screen, biochemical, QFRET, HTS; Disintegrin and metalloproteinase domain-containing protein 10 (Homo sapiens), O14672; recombinant ADAM10, EDANS/DABCYL FRET peptide cleavage, 3 h; inhibition, % at 7 µM; 370,000 compounds, 0.62% hits; AID 720582, 2013;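 active = inhibition above a per-campaign cutoff equal to the mean of compounds falling between control-based bounds plus 3 SD, cut at about 20% in these data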;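 also: 0% = DMSO wells while the 100% control is not disclosed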
LEDGF integ inh: blockers of LEDGF/p75-dependent integrase strand transfer – biochemical, TR-FRET, high throughput, primary screen. HIV-1 integrase (with human LEDGF/p75). inhibition, % at 3.7 µM. TR-FRET IN-LEDGF/p75 DNA integration, Eu/Cy5. AID 743269, 2014. 370,000 compounds, 0.64% hits;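 active = inhibition above the screen-wide mean plus 3 SD, cut at about 13% in these data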;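 also: signal is the Cy5 over europium emission ratio at 671 and 618 nm; 0% = plate median of compound wells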
PLC-gamma1 inh: PLC-gamma1 enzyme inhibitors, primary screen, biochemical, fluorescence, purified enzyme; 1-phosphatidylinositol 4,5-bisphosphate phosphodiesterase gamma-1 (Homo sapiens), P19174; 370,000 compounds, 0.84% hits; AID 720700, 2013; inhibition, % at 12.2 µM; fluorogenic substrate; in the data active = inhibition above about 9.5%
TDP2 absorb: human TDP2 enzyme inhibitors, primary screen, biochemical, epi absorbance, recombinant enzyme; Tyrosyl-DNA phosphodiesterase 2 (Homo sapiens), O95551; T5PNP hydrolysis, p-nitrophenol absorbance 415 nm; inhibition, % at 12.8 µM; 370,000 compounds, 0.34% hits; AID 720702, 2013;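 active = inhibition above the mean of all tested compounds plus 3 SD, set per campaign, cut at about 25% in these data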;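 also: 0% = DMSO with enzyme and 100% = buffer with substrate but no TDP2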
Target sequence (O95551 whole entry, looked up): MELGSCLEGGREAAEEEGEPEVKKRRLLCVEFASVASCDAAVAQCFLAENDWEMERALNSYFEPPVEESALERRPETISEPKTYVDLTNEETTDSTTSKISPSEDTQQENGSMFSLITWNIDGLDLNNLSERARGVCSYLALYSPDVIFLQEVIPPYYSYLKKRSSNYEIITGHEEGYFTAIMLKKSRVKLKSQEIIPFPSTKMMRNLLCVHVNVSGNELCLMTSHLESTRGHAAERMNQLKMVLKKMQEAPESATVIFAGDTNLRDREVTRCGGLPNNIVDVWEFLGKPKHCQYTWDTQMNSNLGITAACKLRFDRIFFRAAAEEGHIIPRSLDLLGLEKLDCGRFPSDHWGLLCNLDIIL
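Material: recombinant human TDP2; quantity: TDP2 enzyme at 120 nM final; medium: Tris-HCl pH 7.5 with MgCl2; compound: single concentration, 12.8 µM nominal, with 1% DMSO; incubation: 2 h enzyme incubation at 37 °C; signal: epi absorbance; measure: percent inhibition; benchmarks: high control without enzyme, low control DMSO plus TDP2; repeats: singlicate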
ASAP1 inh: inhibitors of human ASAP1 ArfGAP activity, primary screen, biochemical, fluorescence polarization | Arf-GAP with SH3 domain, ANK repeat and PH domain-containing protein 1 (Homo sapiens), … | ASAP1-stimulated ARF1 GTP hydrolysis, GDP FP detection | inhibition, % at 16.5 µM | 360,000 compounds, 0.19% hits; in the data active = inhibition above about 25%;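 also: 0% = vehicle with enzyme and substrate and 100% = no enzyme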
KLK7 zymogen act: proKLK7 zymogen activators, primary screen, biochemical, fluorescence intensity; Kallikrein-7 (Homo sapiens), P49862; purified proKLK7, EDANS-DABCYL substrate fluorescence; 100% is mature enzyme control, 0% vehicle; activation, % at 7 µM; 370,000 compounds, 0.9% hits; AID 652039, 2013;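 active = activation above the mean of all tested compounds plus 3 SD, computed per campaign excluding outliers beyond control limits, cut at about 13% in these data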
ADAM17 inh: ADAM17 inhibitors, primary screen, biochemical, QFRET | 370,000 compounds, 0.83% hits | recombinant ADAM17, EDANS/DABCYL FRET peptide cleavage | AID 720648, 2013 | inhibition, % at 6.95 µM;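 active = inhibition above the mean of compounds lying between control limits plus 3 SD, set per campaign, cut at about 8.5% in these data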;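 also: 0% = DMSO-only wells as the low control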
* = called active by the depositor; / = no result given.

Below each SMILES: ARFGAP1 inhibitor | Tn7 DDE FP | Tn6 DDE FP | ADAM10 inh | LEDGF integ inh | PLC-gamma1 inh | TDP2 absorb | ASAP1 inh | KLK7 zymogen act | ADAM17 inh
O=C(NNC(=O)c1cnccn1)c1cccc([N+](=O)[O-])c1
    4 | 9 | 4 | 1 | -2 | 0 | 8 | -12 | -0.4 | -6
COc1ccc(CNC(=O)c2sc(=O)n(Cc3ccc(-c4ccccc4)cc3)c2C)cc1OC
    26* | 2 | -4 | -2 | -1 | -3 | -3 | 23 | -0.1 | 3
CCn1ncc(/C=C2/SC(=S)NC2=O)c1C
    -3 | 6 | -5 | 4 | -3 | 0 | 3 | -7 | -0.1 | -1
COc1ccccc1C(=O)Nc1ccc2c(c1)CN(C(=O)CSC)CC2
    6 | -2 | 0 | 15 | 1 | 2 | -9 | -2 | 0.3 | 0
O=C(N/N=C/c1cc(Cl)cc([N+](=O)[O-])c1O)c1ccc2c(c1)OCO2
    -12 | -1 | -11 | -5 | -7 | 0 | -5 | -4 | -0.2 | -2
CCOC(=O)CNS(=O)(=O)c1ccc(C)cc1
    14 | 7 | 0 | -1 | 5 | 4 | -1 | -8 | 0.9 | -1
COc1ccccc1COn1c(=O)c(-c2ccco2)[n+]([O-])c2ccccc21
    -9 | -3 | 0 | -20 | 0 | -21 | -2 | 9 | -1.6 | -12
COC(CN(C)C(=O)C1CCCN(S(=O)(=O)c2ccc3c(c2)oc(=O)n3C)C1)OC (stereo unspecified)
    5 | 4 | 12 | 0 | -6 | 2 | -4 | 7 | 0.5 | -1
Nc1ccccc1C(=O)NC1CCCNC1=O (stereo unspecified)
    -1 | -3 | 10 | -139 | 2 | -15 | -9 | -6 | 0.7 | -36
O=C(NCc1cccc(Br)c1)C1CC2Cn3c(nc4ccccc43)C2N1c1ccccc1 (stereo unspecified)
    -13 | 7 | -4 | 3 | -3 | -1 | 4 | 13 | 0.5 | -2
Cc1cccc(C(=O)OCC(=O)NCCN2C(=O)CSC2=O)c1[N+](=O)[O-]
    -14 | 8 | 6 | -2 | 6 | 1 | 0 | -6 | -0.4 | 1
Cc1ccccc1S(=O)(=O)NC1OC(=O)C(Oc2ccccc2)=C1Br (stereo unspecified)
    7 | 3 | 6 | -6 | -1 | 0 | -3 | -4 | 0.4 | -2
COc1ccccc1NC(=O)CCCc1nc(-c2ccc(OC)c(OC)c2)no1
    13 | -4 | -5 | -4 | -2 | -2 | 0 | 0 | 0.1 | -3
COc1ccc(NC(=O)c2cccc(S(=O)(=O)N3CCc4ccccc43)c2)cn1
    -4 | 0 | -2 | 4 | -1 | 2 | 4 | 7 | 0.2 | 0
O=C(N/N=C/c1cc2c3c(c1O)CCCN3CCC2)c1ccccc1O
    17 | -7 | 7 | -10 | -6 | -177 | -3 | 8 | -11 | -1
CC(OC(=O)CCc1nc(=O)c2ccccc2n1C)C(=O)NCc1ccc2c(c1)OCO2 (stereo unspecified)
    -5 | -4 | 1 | -3 | 2 | 1 | 5 | -8 | 0.8 | 1
CC(C)NC(=O)N(C)C[C@H]1Oc2c(NS(=O)(=O)c3ccccc3)cccc2C(=O)N([C@H](C)CO)C[C@@H]1C
    5 | -1 | -3 | 0 | 35* | 4 | 7 | -8 | 0.3 | 0
Cn1c(=O)n(C)c2cc(NC(=O)c3cccc([N+](=O)[O-])c3)c(Br)cc21
    10 | 0 | -5 | -11 | -5 | 7 | -26 | 5 | 0.3 | -3
C=CCSC1=C(C#N)C(c2ccccc2Cl)C(C(=O)c2cccs2)C(O)(C(F)(F)F)N1 (stereo unspecified)
    -4 | 2 | 2 | 8 | 1 | 1 | -12 | -2 | 0.1 | 8.6*
CCOc1cc(CNc2ccc(OC)cc2)cc(Br)c1OCC(=O)NC(C)(C)C
    16 | -2 | -7 | 16 | 0 | -1 | -1 | 2 | 1.3 | 7
OC1CCCN(c2ncnc3c2nnn3Cc2c(F)cccc2Cl)C1 (stereo unspecified)
    1 | 0 | 2 | -3 | 0 | -2 | 7 | -3 | 0.3 | -6
COc1ccc(N2C(=O)CC(N3CCCC4CCCCC43)C2=O)cc1 (stereo unspecified)
    9 | -3 | 2 | -2 | -1 | 0 | 1 | -15 | -0.2 | -5
COCc1c(C(=O)NCCOc2ccc(Cl)cc2)oc2ccccc12
    3 | 6 | 2 | 2 | -2 | -1 | -3 | 2 | -0.4 | 4
COc1ccc(NC(=O)COC(=O)Cc2ccsc2)c(OC)c1
    6 | -4 | -7 | 0 | 2 | 1 | 2 | -8 | 0.2 | 2
Cc1cccc(NC(=O)CSc2nnc(-c3ccc(S(=O)(=O)N4CCOCC4)cc3)n2C)c1
    9 | 4 | 6 | -1 | 2 | 1 | -15 | 0 | 0.2 | -3
COC(=O)C1CN(Cc2cn(Cc3ccc(F)cc3)nn2)CCS(=O)(=O)N1Cc1ccc(Cl)cc1 (stereo unspecified)
    / | -1 | 11 | 2 | 0 | 1 | -4 | / | -0.4 | 1
CN(CCc1ccccn1)C1CCCN(S(=O)(=O)c2ccccc2)C1 (stereo unspecified)
    -3 | 0 | -2 | -6 | 6 | 6 | 2 | 0 | 0.3 | -5
CS(=O)(=O)c1cccc(C(=O)NC(c2ccccc2)c2ccccc2)c1
    3 | -2 | -1 | -9 | -5 | 0 | 9 | -6 | 0.6 | -5
Cn1c(=S)[nH]c2sc3c(c2c1=O)CCC(C(C)(C)C)C3 (stereo unspecified)
    -2 | -3 | -3 | -1 | -3 | 3 | 27* | 9 | -0.2 | 2
Cc1ccccc1C(=O)N(C)[C@H]1C[C@H]2c3[nH]c4ccccc4c3CCN2C[C@H]1[C@H](C)O
    5 | -2 | -7 | -165 | 5 | -264 | 3 | -9 | 4.6 | -37

Results in ADAM10 inh, for 3 of the compounds above:
SMILES,ADAM10 inh
COc1ccc(NC(=O)COC(=O)Cc2ccsc2)c(OC)c1,0
Cc1cccc(NC(=O)CSc2nnc(-c3ccc(S(=O)(=O)N4CCOCC4)cc3)n2C)c1,-1
Cn1c(=S)[nH]c2sc3c(c2c1=O)CCC(C(C)(C)C)C3 (stereo unspecified),-1

(more compounds)
Below each SMILES: ARFGAP1 inhibitor | Tn7 DDE FP | Tn6 DDE FP | ADAM10 inh | LEDGF integ inh | PLC-gamma1 inh | TDP2 absorb | ASAP1 inh | KLK7 zymogen act | ADAM17 inh
Cc1ccc(S(N)(=O)=O)cc1
    0 | 3 | 6 | -9 | -3 | -2 | -2 | -7 | 0.5 | -4
CC(=O)c1cc2c(cc1NS(=O)(=O)c1ccccc1F)OCO2
    -3 | 10 | 9 | -6 | -3 | -3 | 1 | -2 | 0.3 | -1
CCCn1c(N2CCN(C(=O)/C=C/C(=O)O)CC2)nc2ccccc21
    -2 | 2 | 5 | 8 | -6 | 3 | 11 | -2 | 0.0 | -4
Cc1nc(Nc2ccc(Cl)cc2)c2nnn(Cc3ccccc3)c2n1
    6 | 1 | 2 | 1 | -1 | -12 | 0 | 0 | 0.4 | -1
C/C(=N\NC(=O)c1ccc(CN(C)S(=O)(=O)c2ccc(C)cc2)cc1)c1ccc(OC(F)F)cc1
    10 | 0 | 5 | 2 | -1 | 1 | -7 | 7 | -0.3 | 4
CCn1c(C(=O)NCc2cccnc2)cc2sc(Cl)cc21
    -4 | 1 | 3 | 4 | -4 | -1 | 5 | 3 | -0.2 | 1
CCOc1ccc(CN2CCCC(CO)(Cc3ccccc3F)C2)cc1 (stereo unspecified)
    -3 | 1 | 5 | -1 | -2 | 2 | 2 | 12 | -0.7 | 2
COc1ccc(N2CCC(CNC(=O)Nc3ccccc3)C2)cc1 (stereo unspecified)
    9 | 0 | -2 | 9 | 7 | 6 | -12 | 1 | -0.8 | 14*
O=C(NC1CCCCC1)C1CCCN(S(=O)(=O)c2cccc3cccnc23)C1 (stereo unspecified)
    12 | -2 | 1 | -1 | 1 | -2 | 8 | -17 | -0.2 | -2
CCCCNCCCOc1ccc(C)cc1Br
    12 | 1 | -1 | 2 | 0 | 3 | -1 | 8 | -0.8 | 1
C=C(C)C1CC=C(C)/C(=N/NC(=O)C2CC2c2ccccc2)C1 (stereo unspecified)
    -3 | 1 | 6 | -5 | -1 | 1 | 3 | 1 | -0.7 | -4
CCOc1ccc(-n2cnnn2)cc1S(=O)(=O)NCc1ccccc1
    3 | 2 | 1 | 3 | 5 | 6 | -6 | -7 | 0.7 | 1
COc1ccc(NC(=O)C2C(=O)N(CCO)C3(C)CC2c2ccccc2O3)cc1 (stereo unspecified)
    1 | 2 | 2 | 1 | 0 | 3 | 3 | -2 | -0.2 | -2
O=S(=O)(NCc1ccccc1)NCc1ccc(Cl)cc1Cl
    6 | 0 | 4 | -5 | -3 | -1 | -8 | -7 | -0.2 | 1
CCCCN1CC(COCc2ccccc2)Oc2cccc(N3CCCCC3)c2S1(=O)=O (stereo unspecified)
    8 | -3 | -5 | -5 | 1 | 2 | -6 | 3 | 0.8 | 5
O=C(COC(=O)/C=C/c1ccc(F)cc1)Nc1nnc(-c2ccccc2)o1
    -7 | -2 | -5 | -7 | 0 | 4 | 11 | 7 | 0.1 | -2
Cc1cc(N)ccc1-n1nc2ccccc2n1
    -5 | 1 | -4 | -10 | -4 | -110 | 3 | 3 | -0.5 | -8
